GAA glycogen – alters human alpha-glucosidase cleavage of glycogen | recombinant GAA, glycogen substrate, Amplex Red glucose oxidase fluorescence | Potency, µM (highest dose often 76.4 µM), without a hit: top-dose activity change, negative = inhibition, usual class: inhibitors | 300,000 compounds, 0.38% hits | AID 2100; active = well fitted inhibition curve with a large enough effect;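 also: 0% = full enzyme reaction and -100% = no-enzyme basal signal; the screen sought inhibitors and activators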
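qHTS, 1536-well; enzyme 4 nM final; cpd up to 77 uM; substrate bovine liver glycogen 30 ug; 50 mM citrate/phosphate pH 5.0, 0.01% Tween-20; 37 C, 40 min; Amplex Red detection 45 min RT; Hill fit → AC50.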
Starred values were filed as active, the others as inactive; & = joins results of further samples; [ ] = remark or other dose. Potency is read from the fitted curve at half-maximal effect. Some of the compounds tested. The share of hits here may be higher or lower than overall.

SMILES	GAA glycogen
CC(C)c1ccc(OCC(=O)N(Cc2ccco2)C2CCS(=O)(=O)C2)cc1 (stereo not drawn)	-17%[76.3 µM]
COCc1cc(CN(C)C(=O)C2CCC(=O)N(Cc3cccc(OC)c3)C2)[nH]n1 (stereo not drawn)	3%[76.3 µM]
CC1CC(NC(=O)c2cc3c(=O)n4ccccc4nc3n2C)CC(C)(C)C1 (stereo not drawn)	-2%[76.3 µM]
C/C=C/c1ccc(OCC(=O)OCc2csc(CC(=O)Nc3ccccc3C)n2)c(OC)c1	9%[76.3 µM]
CCOc1ccc(OCCn2c(=S)[nH]c3ccccc32)cc1	-7%[76.3 µM]
CC(NC(=O)CN1CCN(Cc2cccc(F)c2)CC1)c1ccccc1 (stereo not drawn)	0%[76.3 µM]
CCOc1ccc(/C=N/NC(=O)CCC(=O)Nc2ccc(F)cc2)cc1	1%
Cc1cc2oc(=O)cc(CN(C)Cc3cccc(F)c3)c2cc1C	-2%
CCCc1cc(=O)oc2c3c(c(Cl)cc12)OCN(CCCO)C3	16%
COC(=O)c1cccc(C(=O)N2CCC(CCC(=O)NCc3ccc(F)cc3)CC2)c1	5%[76.3 µM]

Among those listed so far, these contain an aryl methoxy group:
SMILES	GAA glycogen
COCc1cc(CN(C)C(=O)C2CCC(=O)N(Cc3cccc(OC)c3)C2)[nH]n1 (stereo not drawn)	3%[76.3 µM]
C/C=C/c1ccc(OCC(=O)OCc2csc(CC(=O)Nc3ccccc3C)n2)c(OC)c1	9%[76.3 µM]

New compounds follow.
SMILES	GAA glycogen
Cc1nc(NC(=O)c2cncc(Br)c2)ccc1Br	12%[76.3 µM]
CC1CCCN(C2(O)C(=O)Nc3ccc(Br)cc32)C1 (stereo not drawn)	1%
COc1ccccc1NC(=O)CNC(=O)Cn1cnc2sc(C)c(C)c2c1=O	-5%[76.3 µM]
COCCCNC(=S)N(CCN(C)C)Cc1cc2cc3c(cc2[nH]c1=O)OCCO3	-8%[76.3 µM]
CCC(C)[C@H](NC(=O)[C@@H]1CSC2c3ccccc3C(=O)N21)C(=O)NCC1CCCO1 (stereo partly drawn)	2%[76.3 µM]
COc1ccc(Nc2nc(C)nc3c2nnn3Cc2ccccc2Cl)c(OC)c1	9%[76.3 µM]
CCOc1ccc(N2CC(C(=O)Nc3nnc(Cc4ccc(OC)c(OC)c4)s3)CC2=O)cc1 (stereo not drawn)	1%
O=C(Nc1ccc2c(c1)OCCO2)c1ccc(Br)cc1	4%[76.3 µM]
Cc1ccc(NC(=O)N2CCc3ccccc3C2)c(C)c1	-2%[76.3 µM]
COc1ccc(CCNC(=O)c2ccc(COc3ccccc3OC)o2)cc1	-2%
CCOc1ccc(N(CC(=O)Nc2ccc(C)c(Cl)c2)S(C)(=O)=O)cc1	0%[76.3 µM]
CC(NC(=O)[C@H](C)N1C(=O)N2CCc3c([nH]c4ccccc34)[C@@]2(C)C1=O)c1ccccc1 (stereo partly drawn)	-4%[76.3 µM]
COC(=O)[C@H](Cc1c[nH]c2ccccc12)NC(=O)CCCc1c[nH]c2ccccc12	-2%
COC(=O)c1ccc(Cl)c(NC(=O)CSc2nnc(-c3ccncc3)o2)c1	2%[76.3 µM]
CC1=N/C(=C/c2cc(Br)cc(Br)c2O)C(=O)O1	2%[76.3 µM]
Cc1ccccc1NC(=O)/C(C#N)=C/c1ccc(-c2ccc(Cl)c(C(=O)O)c2)o1	-8%[76.3 µM]
CCCN1C2CCCC1CC(NC(=O)c1cccc(Cl)c1)C2 (stereo not drawn)	16%[76.3 µM]
CN(C)c1ccc(/C=C2\CCCc3c2nc2ccccc2c3C(=O)O)cc1	4%
CN=C1S/C(=C\c2c(OC)cc(OC)cc2OC)C(=O)N1C	12%[76.3 µM]
CCOC(=O)N1CCN(CC(O)COc2ccccc2[N+](=O)[O-])CC1 (stereo not drawn)	-1%
C=CCOc1ccc(/C=N/NC(=O)c2c(C)nc3ccc(Cl)cn23)cc1	-14%[76.3 µM]
CCc1ccc(N2C(=O)C3C4C=CC(CC4)C3C2=O)cc1 (stereo not drawn)	-1%[76.3 µM]
CCOc1ccc(S(=O)(=O)N2CCC(C(=O)NC3CC3)CC2)cc1Cl	-12%
CC(C)(C)C1CCC(N2CCN(c3ccccc3)CC2)CC1 (stereo not drawn)	-12%[76.3 µM]
Cc1cccc(NC(=O)Nc2ccccc2)n1	1%
CCN(c1ccc(OC)cc1)S(=O)(=O)c1csc(C(N)=O)c1	3%
COc1cc2c(cc1OC)C(C)N(C(=O)c1sccc1C)CC2 (stereo not drawn)	4%[76.3 µM]
CC(=O)Oc1ccc(C(=O)N2c3ccccc3NC(=O)C2C)cc1 (stereo not drawn)	4%
O=S(=O)(c1ccc(Cl)cc1)N(Cc1ccccn1)Cc1ccccn1	0%
O=C(Nc1ccc2c(c1)OCO2)c1c[nH]c(=O)n(-c2ccc(F)cc2)c1=O	3%[76.3 µM]
CS(=O)(=O)c1ccc2nc(NC(=O)c3cccc(Cl)c3)sc2c1	-1%
COc1ccc(NC(=O)CCN2CCN(c3ccc(F)cc3)CC2)cc1	2%
NC(=O)CN1C(=O)NC(c2ccccc2)(c2ccccc2)C1=O	5%[76.3 µM]
O=C(Nc1ccc(N2CCN(C(=O)c3ccccc3)CC2)cc1)c1cccnc1	-17%[76.3 µM]
Cc1cccc(-c2nc3c(s2)CCc2onc(-c4ccc(Br)cc4)c2-3)c1	15%[76.3 µM]
O=C(CNC(=O)c1ccccc1Cl)NC1CCN(Cc2ccccc2)CC1	-10%
O=C(NC1CCCc2c1cnn2-c1cc(F)cc(F)c1)c1ccncc1 (stereo not drawn)	5%[76.3 µM]
CCCNC(=O)c1ccc(N2CCC3(CC2)CC(c2ccccc2)=NO3)c(N)c1	-13%[76.3 µM]
Cc1cc(C)cc(NS(=O)(=O)c2cc(Br)cnc2N)c1	-16%[76.3 µM]
O=C(NCc1ccccc1)C(c1ccccn1)N(C(=O)c1csnn1)c1ccccc1F (stereo not drawn)	6%[76.3 µM]

Ordered by molecular weight (low to high): 23 of the compounds above
SMILES	GAA glycogen
Cc1cccc(NC(=O)Nc2ccccc2)n1	1%
CC(C)(C)C1CCC(N2CCN(c3ccccc3)CC2)CC1 (stereo not drawn)	-12%[76.3 µM]
NC(=O)CN1C(=O)NC(c2ccccc2)(c2ccccc2)C1=O	5%[76.3 µM]
CCCN1C2CCCC1CC(NC(=O)c1cccc(Cl)c1)C2 (stereo not drawn)	16%[76.3 µM]
CN=C1S/C(=C\c2c(OC)cc(OC)cc2OC)C(=O)N1C	12%[76.3 µM]
CC(=O)Oc1ccc(C(=O)N2c3ccccc3NC(=O)C2C)cc1 (stereo not drawn)	4%
COc1cc2c(cc1OC)C(C)N(C(=O)c1sccc1C)CC2 (stereo not drawn)	4%[76.3 µM]
CCN(c1ccc(OC)cc1)S(=O)(=O)c1csc(C(N)=O)c1	3%
CCOC(=O)N1CCN(CC(O)COc2ccccc2[N+](=O)[O-])CC1 (stereo not drawn)	-1%
O=C(NC1CCCc2c1cnn2-c1cc(F)cc(F)c1)c1ccncc1 (stereo not drawn)	5%[76.3 µM]
Cc1cc(C)cc(NS(=O)(=O)c2cc(Br)cnc2N)c1	-16%[76.3 µM]
COc1ccc(NC(=O)CCN2CCN(c3ccc(F)cc3)CC2)cc1	2%
CN(C)c1ccc(/C=C2\CCCc3c2nc2ccccc2c3C(=O)O)cc1	4%
CC1=N/C(=C/c2cc(Br)cc(Br)c2O)C(=O)O1	2%[76.3 µM]
CS(=O)(=O)c1ccc2nc(NC(=O)c3cccc(Cl)c3)sc2c1	-1%
O=C(Nc1ccc2c(c1)OCO2)c1c[nH]c(=O)n(-c2ccc(F)cc2)c1=O	3%[76.3 µM]
O=S(=O)(c1ccc(Cl)cc1)N(Cc1ccccn1)Cc1ccccn1	0%
O=C(CNC(=O)c1ccccc1Cl)NC1CCN(Cc2ccccc2)CC1	-10%
CCOc1ccc(S(=O)(=O)N2CCC(C(=O)NC3CC3)CC2)cc1Cl	-12%
CCCNC(=O)c1ccc(N2CCC3(CC2)CC(c2ccccc2)=NO3)c(N)c1	-13%[76.3 µM]
Cc1ccccc1NC(=O)/C(C#N)=C/c1ccc(-c2ccc(Cl)c(C(=O)O)c2)o1	-8%[76.3 µM]
Cc1cccc(-c2nc3c(s2)CCc2onc(-c4ccc(Br)cc4)c2-3)c1	15%[76.3 µM]
O=C(NCc1ccccc1)C(c1ccccn1)N(C(=O)c1csnn1)c1ccccc1F (stereo not drawn)	6%[76.3 µM]

Other entries
SMILES	GAA glycogen
CCN(CC(=O)Nc1ccccc1OC)C(=O)c1ccc(NS(=O)(=O)c2ccc(C(C)=O)cc2)cc1	-3%[76.3 µM]
CCOc1ccc(/C=C/c2nc(C#N)c(NCCCOC)o2)cc1	-3%[76.3 µM]
CC(=O)c1ccc(NC(=S)N2CCN(S(=O)(=O)c3ccc(F)cc3)CC2)cc1	-16%[76.3 µM]
CCOCCCNC(=O)Cn1cnc2c(cnn2-c2ccc(C)c(C)c2)c1=O	2%[76.3 µM]
COC1CCCN(C(=O)c2ccc(OC3CCN(S(=O)(=O)N(C)C)CC3)cc2)C1 (stereo not drawn)	7%[76.3 µM]
COc1ccc(/C=C2/C(=O)N(c3ccccc3)N=C2C)cc1Br	-1%
CC1CCN(Cc2c(C(=O)N/N=C/c3ccc(C(F)(F)F)cc3)nnn2-c2nonc2N)CC1	-3%
CN(C)S(=O)(=O)c1ccc(C(=O)NCCN=C2NS(=O)(=O)c3ccccc32)cc1	2%
O=C(c1ccc([N+](=O)[O-])s1)N1CCN(c2ccc(C(F)(F)F)cn2)CC1	5%
Cn1c(=O)c(=O)n(C)c2cc(S(=O)(=O)CCC(=O)NCc3ccccc3)ccc21	-8%[76.3 µM]
CC(C)(C)OC(=O)N1CCC(NC(=O)c2nc[nH]c2C(=O)NCC(=O)OCc2ccccc2)CC1	-4%[76.3 µM]
COc1cccc(C(=O)NCCSCc2ccccc2Cl)c1	-2%[76.3 µM]
Cc1ccc(OCC(=O)N2CCc3ccccc3C2)c(C)c1	5%[76.3 µM]
Cc1oc2cc3oc(=O)c(CC(=O)N[C@H](C(=O)N[C@@H](C(=O)O)c4ccccc4)C(C)C)c(C)c3cc2c1C	-6%[76.3 µM]
O=C(CSc1nnc(-c2ccccc2Cl)o1)N1CCOCC1	0%
Cc1ccc(S(=O)(=O)N2CCCCC2)cc1C(=O)Nc1ccccn1	1%[76.3 µM]
COc1ccccc1-c1cc(C(=O)N2CCOCC2)no1	5%
CCN1C(=NCCCCO)N[C@@H](c2cccc(C(F)(F)F)c2)C(C(=O)OC)=C1C	18%&-4%[76.3 µM]
CCOc1ccccc1N(C(=O)c1snc(C(N)=O)c1N)C(C(=O)NC1CCCC1)c1cccs1 (stereo not drawn)	2%
COc1ccc(NC(=O)CN2C(=O)COc3ccc(C)cc32)cc1	2%[76.3 µM]

Reprinted at random: 2 compounds from above.
SMILES	GAA glycogen
O=C(c1ccc([N+](=O)[O-])s1)N1CCN(c2ccc(C(F)(F)F)cn2)CC1	5%
COC(=O)[C@H](Cc1c[nH]c2ccccc12)NC(=O)CCCc1c[nH]c2ccccc12	-2%

(listing goes on)
SMILES	GAA glycogen
Cc1ccc(N(CC(=O)NC2CCCCC2)C(=O)CNC(=O)c2ccco2)cc1C	1%
COc1ccc(CC(=S)NCCc2ccccc2)cc1	0%[76.3 µM]
COc1cccc(N/C=C/C(=O)c2ccc(C)cc2)c1	-13%[76.3 µM]
CCC(OC(=O)c1nsc(Cl)c1Cl)C(=O)NCCc1ccccc1 (stereo not drawn)	7%
CN(Cc1ccc(F)cc1)C(=O)c1sccc1-c1ccccc1	-14%[76.3 µM]
COc1cc(S(=O)(=O)N2CCCCC2)ccc1NC(=O)c1ccncc1	0%
